# ABHD5 PLIN5 PPI: ABHD5-PLIN5 interaction inhibitors, primary screen, cell lysate, split luciferase complementation, luminescence. inhibition, % at 4 µM. 360,000 tested, 0.78% active. AID 602281, 2012. Split G. princeps luciferase complementation, 4 h. Perilipin-5 (Homo sapiens) + 1-acylglycerol-3-phosphate O-acyltransferase ABHD5 (Homo …;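 active = inhibition above the mean inhibition across every tested compound plus 3 SD, cut at about 22% in these data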;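 note: 0% = DMSO only wells and the 100% control is not disclosed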
# Cardio protect: cardioprotection against H2O2-induced cell death, primary screen, uHTS, H9c2 cells, ATPLite luminescence; H9c2 cardiomyocytes, H2O2 injury protection, 2 h; protection from H2O2 cell death, % at 20 µM; 360,000 tested, 0.63% active;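 active = compounds giving at least 50% protection of heart cells from peroxide-induced death in the single-dose screen, raw or plate-pattern-corrected value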;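 note: 0% = DMSO wells with peroxide and 100% = DMSO wells without peroxide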
# iPSC survival up: enhancers of single-cell hiPSC survival, primary screen, ATPlite luminescence; 360,000 tested, 0.044% active; survival enhancement, % at 20 µM; 100% = ROCK inhibitor wells, 0% = DMSO; AID 602274, 2012; in the data active = survival enhancement above about 18%;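 note: cells exposed to compounds for 16 hours before the ATP read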
# Exocytosis inh: LAMP-1 surface exposure blockers, TALL-104 cells – cell-based, flow cytometry, MLPCN library, primary screen. AID 651702, 2012. inhibition, % at 10 µM. 360,000 tested, 0.66% active. TALL-104 LAMP-1 surface exposure; cells stimulated with thapsigargin and PMA;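 active = inhibition above about 55%, limit read from the data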
# ABCB6 inh 2: ABCB6 transporter inhibitors, primary screen, K562-ABCB6 cells, flow cytometry, MLPCN library; ATP-binding cassette sub-family B member 6 (Homo sapiens), Q9NP58; K562-ABCB6 porphyrin accumulation, 1 h; stronger effect = lower value; fluorescence ratio to DMSO, % at 10 µM; 360,000 tested, 0.19% active;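 active = fluorescence ratio to DMSO below 75%, the collection mean minus 3 SD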;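 note: signal is porphyrin accumulated inside mitochondria; 100% equals median channel fluorescence of DMSO control wells; lower ratio means ABCB6 inhibition with less porphyrin fluorescence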
# Target sequence (Q9NP58 whole entry, looked up): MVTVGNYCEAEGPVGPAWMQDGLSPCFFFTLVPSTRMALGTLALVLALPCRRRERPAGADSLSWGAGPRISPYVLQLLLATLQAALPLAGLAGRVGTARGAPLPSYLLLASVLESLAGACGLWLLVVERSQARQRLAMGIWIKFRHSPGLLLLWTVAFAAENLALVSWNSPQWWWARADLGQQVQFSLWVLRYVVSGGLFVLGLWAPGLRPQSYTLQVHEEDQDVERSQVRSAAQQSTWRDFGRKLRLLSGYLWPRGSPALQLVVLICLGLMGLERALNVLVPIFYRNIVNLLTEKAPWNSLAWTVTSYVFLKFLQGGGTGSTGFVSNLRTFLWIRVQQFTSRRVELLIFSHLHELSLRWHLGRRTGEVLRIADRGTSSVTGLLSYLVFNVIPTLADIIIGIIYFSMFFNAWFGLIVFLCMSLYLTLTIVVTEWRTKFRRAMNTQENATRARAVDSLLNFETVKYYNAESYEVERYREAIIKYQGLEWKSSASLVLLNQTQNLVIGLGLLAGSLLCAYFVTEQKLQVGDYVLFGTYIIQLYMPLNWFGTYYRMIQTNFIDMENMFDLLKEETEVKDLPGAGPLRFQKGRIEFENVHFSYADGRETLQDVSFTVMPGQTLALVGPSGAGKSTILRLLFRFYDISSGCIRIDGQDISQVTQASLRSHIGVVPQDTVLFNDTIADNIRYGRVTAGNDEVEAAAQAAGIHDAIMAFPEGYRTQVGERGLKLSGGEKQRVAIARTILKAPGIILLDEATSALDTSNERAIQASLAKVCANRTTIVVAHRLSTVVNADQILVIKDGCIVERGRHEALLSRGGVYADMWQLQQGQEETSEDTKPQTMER
# aDG glyco up: activators of alpha-DG glycosylation, primary screen, uHTS, Pro5-aDG cells, AlphaScreen; activation, % at 10 µM; alpha-DG glycosylation AlphaScreen (IIH6); 0% Pro5, 100% B10-LARGE cell signal; 360,000 tested, 0.22% active; AID 624168, 2012;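 active = activation of at least 8% versus controls, or a plate z-score of at least 8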;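 note: Pro5 are CHO cells carrying HIG-tagged alpha-DG that lacks glycosylation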
# MC4R ag barr: MC4R agonists recruiting beta-arrestin, primary screen, cell-based, luminescence, agonist arm of biased-ligand search | Melanocortin receptor 4 (Homo sapiens), P32245 | U2OS MC4R beta-arrestin complementation; percent of melanotan II response, DMSO zero | activation, % at 8.9 µM | 360,000 tested, 0.98% active | AID 540308, 2011;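 active = activation above a per-plate cutoff, the mean activation of sample wells on that plate plus 3 SD, cut at about 8% in these data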
# HTR2A ag: mouse Htr2a agonists via beta-arrestin recruitment, primary screen, cell-based, luminescence. 5-hydroxytryptamine receptor 2A (Mus musculus), P35363. activation, % at 7.6 µM. 360,000 tested, 0.66% active. AID 624169, 2012. CHO-K1 mHTR2A beta-arrestin complementation; percent of 30 µM serotonin response;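 active = activation above a run cutoff, the mean activation of all tested compounds plus 3 SD, cut at about 14% in these data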;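 note: 0% = plate median of compound wells and 100% = 30 µM serotonin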
# MC4R antag cAMP: MC4R antagonists of cAMP signaling, primary screen, cell-based, TR-FRET, antagonist arm of biased-ligand search; Melanocortin receptor 4 (Homo sapiens), P32245; MC4R-expressing cells, MTII-stimulated cAMP, LANCE TR-FRET; inhibition, % at 6.5 µM; 360,000 tested, 0.48% active; AID 540295, 2011;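 active = inhibition above its plate's cutoff, the mean of tested wells on that plate plus 3 SD, cut at about 29% in these data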;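 note: 0% = Melanotan II alone and 100% = Melanotan II plus saturating MCL0020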
#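 System: U2OS cells stably expressing human melanocortin 4 receptor (MC4R). Reagent: Melanotan II challenge after compound preincubation. Doses: 6.5 µM. Times: 30-min compound, 1-h challenge, 1-h detection, room temperature. Measured by: TR-FRET with Eu-cAMP and labeled anti-cAMP, 671 nm. Replicates: singlicate.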
# N-glyco inh: increase of ERlucT glycosylation luciferase signal, primary screen, N-linked glycosylation inhibitor project, D54 ERlucT cells, luminescence, set 2; D54 ERlucT glycosylation luciferase reporter, 24 h; percent of 100 nM tunicamycin response; 360,000 tested, 0.23% active; reporter increase, % at 12.5 µM;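 active = mean luciferase reporter signal, scaled so untreated is 0 and the glycosylation-blocking control 100, at or above a set limit in every replicate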;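 note: luciferase carries N-glycosylation sites so blocking glycosylation raises the light; 0% = median of neutral control wells and 100% = median of 100 nM tunicamycin wells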
# Active calls of the source: *.
Molecule	ABHD5 PLIN5 PPI	Cardio protect	iPSC survival up	Exocytosis inh	ABCB6 inh 2	aDG glyco up	MC4R ag barr	HTR2A ag	MC4R antag cAMP	N-glyco inh
CCOC(=O)c1c(C)[nH]c(N=Nc2ccc(C)cc2C)c1C	-4.3	6.8	3.1	-1.7	96.0	-0.3	3.2	2.2	0.2	-0.3
Cc1ccc(Cn2nnc3c(=O)[nH]c(C4CCCN(C(=O)Nc5ccc(F)cc5F)C4)nc32)cc1 (stereo unspecified)	8.0	2.9	2.0	-1.9	98.0	-0.1	-0.8	-3.1	8.5	2.6
CCc1nc(Sc2nc(C)cc(C)n2)c2oc3ccccc3c2n1	-2.6	2.1	5.7	4.1	96.0	0.2	-3.1	-0.5	3.3	-8.3
COc1ccccc1CN(C)C(=O)COC(=O)c1c(C)noc1C	12.4	0.8	-1.6	-1.3	96.0	0.2	0.3	4.4	1.9	0.0
O=C(CSc1ccccn1)N1CCN(S(=O)(=O)c2ccc(Cl)cc2)CC1	1.0	2.4	0.0	-4.6	91.0	0.0	-2.0	0.3	3.2	-2.9
CCOC(=O)C1=C2SCC(=O)N2C(N)=C(C#N)C1	-1.6	-0.8	-1.5	1.0	88.0	-0.1	-1.0	0.4	-0.4	2.0
COc1ccccc1CCC(=O)Nc1ccc2c(c1)c(=O)n(C)n2-c1cccs1	-5.7	8.4	-0.5	5.1	97.0	-0.1	0.3	6.8	-21.6	34.0*
CC1CCN(C(=O)CCNC(=O)c2ccccc2)CC1	4.2	-0.2	0.0	-6.0	98.0	-0.1	-1.1	0.1	-2.9	-0.8
Cc1cc(F)ccc1-c1cc(C(=O)NCc2cccc(C(F)(F)F)c2)[nH]n1	-8.1	-5.1	0.1	-7.8	90.0	0.0	3.6	-15.4	3.6	1.7
Cc1c(CN2CC[C@@H](N3CCN(c4ccccn4)CC3)[C@H](O)C2)[nH]c2ccc(F)cc12	8.4	-5.7	-0.4	4.6	100.0	0.2	0.2	12.6	0.7	-1.2
Cc1c(C(=O)N(C)C)sc2nc(-c3ccccn3)[nH]c(=O)c12	-3.0	21.2	-0.8	-2.9	100.0	0.2	-2.5	-2.0	0.4	0.3
Cn1c(NCCN2CCCC2)nc2cc(-c3ccsc3)sc2c1=O	-2.1	4.8	-0.1	-10.4	91.0	0.2	-3.0	-1.8	3.1	6.1
COc1cc(C(=O)NCCSc2ccc(Cl)cc2)cc(OC)c1OC	4.4	0.4	0.9	15.6	98.0	-0.2	-0.2	-4.7	11.3	1.6
CCc1ccccc1NCc1cc(=O)oc2cc(C)ccc12	8.1	4.2	-0.3	-1.9	100.0	0.0	5.6	2.8	-4.5	0.7
CCCN(CCC)CCCNC(=S)Nc1ccc2nc(N3CCCC3)cc(C)c2c1	6.8	12.5	-4.6	45.0	96.0	0.0	-4.2	-8.3	6.2	-5.6
NC(=O)c1cccc(CS(=O)(=O)c2ccc(Cl)cc2)c1	1.3	2.1	-0.4	1.2	100.0	-0.3	-1.0	4.5	-0.7	0.4
O=C(CN1CCC(n2nnc3cc(C(F)(F)F)ccc32)CC1)Nc1ccc2c(c1)OCCO2	3.3	-3.6	-1.9	-1.8	97.0	0.1	0.6	-1.8	-1.5	-9.5
CCCC(=O)Oc1ccc(-c2nccc(C(OC)OC)n2)cc1	5.2	1.5	1.0	-0.9	97.0	-0.2	-4.5	-3.3	15.5	1.1
NC(=S)N/N=C/c1ccc([N+](=O)[O-])cc1	2.1	-0.1	0.9	7.3	97.0	0.6	-0.8	5.9	11.8	2.3
COc1ccc(Cl)cc1N(C(C)C(=O)O)S(C)(=O)=O (stereo unspecified)	-1.4	7.4	-0.8	-2.4	101.0	0.9	-1.5	-3.1	0.5	1.1

# A second format for some results above:
> CCOC(=O)c1c(C)[nH]c(N=Nc2ccc(C)cc2C)c1C
  ABHD5 PLIN5 PPI: -4.3
  Cardio protect: 6.8
  iPSC survival up: 3.1
  Exocytosis inh: -1.7
  ABCB6 inh 2: 96.0
  aDG glyco up: -0.3
  MC4R ag barr: 3.2
  HTR2A ag: 2.2
  MC4R antag cAMP: 0.2
  N-glyco inh: -0.3

> CCOC(=O)C1=C2SCC(=O)N2C(N)=C(C#N)C1
  ABHD5 PLIN5 PPI: -1.6
  Cardio protect: -0.8
  iPSC survival up: -1.5
  Exocytosis inh: 1.0
  ABCB6 inh 2: 88.0
  aDG glyco up: -0.1
  MC4R ag barr: -1.0
  HTR2A ag: 0.4
  MC4R antag cAMP: -0.4
  N-glyco inh: 2.0

# The listing continues.
Molecule	ABHD5 PLIN5 PPI	Cardio protect	iPSC survival up	Exocytosis inh	ABCB6 inh 2	aDG glyco up	MC4R ag barr	HTR2A ag	MC4R antag cAMP	N-glyco inh
O=C(Nc1ccc(F)cc1)N1CCc2ccccc2C1	0.3	-12.0	-2.1	-4.1	103.0	0.8	1.1	3.9	27.9	-1.3
COc1ccc(CN(Cc2cccn2C)S(=O)(=O)c2ccc(F)cc2)cc1	-3.4	-4.3	0.0	6.5	92.0	0.0	0.0	-1.9	-2.4	-2.4
CN(C)CCNC(=O)c1sc2nc(-c3ccccc3)cc(C(F)(F)F)c2c1N	-2.1	3.8	-0.5	19.6	146.0	0.3	4.7	-1.7	-3.3	-3.7
O=C(c1cc(O)c(O)c([N+](=O)[O-])c1)c1ccccc1F	10.3	23.8	-2.9	-3.7	101.0	-0.3	0.5	3.7	1.7	-0.6
CN(C)C(=O)c1cc(C(=O)c2ccccc2Cl)c[nH]1	-5.8	-13.1	-0.5	1.6	92.0	0.3	-1.2	-1.8	9.4	-3.4
COc1ccc(CNC(=O)C2CCNCC2)cc1	2.2	-1.0	0.4	3.6	99.0	0.4	2.5	-2.2	1.5	1.3
CSCCC(NC(=O)c1ccccc1Cl)C(=O)NCC1COc2ccccc2O1 (stereo unspecified)	-4.3	4.0	2.1	-3.5	97.0	0.0	-2.6	2.0	-2.0	0.9
O=C(CSC1=Nc2ccccc2C2=NC(c3ccccc3)C(=O)N12)NC1CCCCC1 (stereo unspecified)	7.1	20.1	-0.6	-2.0	91.0	-0.5	-1.8	0.8	-0.3	-0.5
COc1ccc(/C=C/C(=O)N2CCN(S(=O)(=O)/C=C/c3ccccc3)CC2)cc1OC	-4.8	1.2	-1.7	-1.2	99.0	0.1	-1.1	8.0	7.1	3.3
O=C(NNC(=O)c1cc2ccccc2o1)c1ccc(F)cc1	-3.9	0.8	0.1	3.7	103.0	0.0	-4.7	2.7	1.6	-0.5
O=C(CSc1ncnc2scc(-c3ccccc3)c12)NC1CCS(=O)(=O)C1 (stereo unspecified)	1.9	-4.7	-0.2	0.9	100.0	0.1	-0.5	0.3	-1.4	0.6
CC1CC(C)CN(C(=O)COC(=O)c2ccc([N+](=O)[O-])o2)C1 (stereo unspecified)	-3.7	7.0	0.0	2.9	100.0	0.3	-3.8	-2.4	0.9	-1.5
CCOc1ccc(CN(C)C(=O)CCc2ccc(S(=O)(=O)N3CCCCCC3)cc2)cc1	4.2	-10.2	-0.2	1.2	95.0	0.5	2.2	-0.5	-7.5	-5.0
COC(=O)c1ccc(CN(C(C)=O)c2ccccc2)o1	1.4	6.5	3.7	-1.1	82.0	0.0	3.1	1.3	-5.6	2.2
Cc1c(C(=O)NCc2ccco2)cccc1[N+](=O)[O-]	9.4	3.6	-1.3	-1.9	96.0	0.4	3.0	1.2	-2.6	-2.0
COc1cc2nc(-c3ccc(Br)o3)oc(=O)c2cc1OC	-3.6	36.3	4.0	-1.4	95.0	-0.2	-2.2	3.9	10.0	-0.5
Cc1cc(C)c(S(=O)(=O)N2CCCC2=O)cc1N(C)S(C)(=O)=O	2.2	0.1	-0.4	-1.4	103.0	-0.1	-1.4	-2.4	2.2	-0.8
CC(C)CNC(=O)c1ccccc1NC(=O)c1ccccc1N(C)S(=O)(=O)c1ccccc1	3.2	-0.5	1.9	-0.6	99.0	0.0	-1.7	1.0	17.5	-3.2
CC(C)c1ccccc1N=C1SCCN1C1CCS(=O)(=O)C1 (stereo unspecified)	0.4	2.0	2.1	-0.9	112.0	-0.1	-0.4	-3.5	14.7	1.3
CCOC(=O)c1cccc(NC(=O)Cn2cnc3c2c(=O)n(C)c(=O)n3C)c1	-0.3	-2.2	8.6	-1.0	92.0	0.0	-0.3	-1.3	0.6	1.2
CCOC(=O)C1=C(C)Nc2ncnn2C1c1cc(OC)ccc1OC (stereo unspecified)	-4.3	24.2	-0.4	-3.0	95.0	0.0	0.1	-1.8	2.0	1.9
COc1ccc(CNCc2c(F)cccc2F)cc1OC	-3.5	-8.2	-0.4	10.1	102.0	0.2	-1.9	-0.3	-3.1	1.2
C=CCn1c(SCC(=O)NC(=O)c2cccc([N+](=O)[O-])c2)nnc1-c1ccccc1F	0.0	3.5	0.7	-0.8	100.0	-0.1	-0.1	2.4	-3.9	3.4
CCOC(=O)c1ccc(N2C(=O)CC(C3CCCO3)C2=O)cc1 (stereo unspecified)	-2.2	2.9	-1.1	0.9	99.0	-0.4	0.4	-0.3	-0.9	0.8
Cc1ccc(C(C(=O)NCc2ccc(F)cc2)N(C(=O)c2csnn2)C2CC2)o1 (stereo unspecified)	-2.5	4.6	-2.3	-3.2	95.0	0.0	-0.8	6.6	15.4	-0.4
COc1ccc(Cl)cc1S(=O)(=O)N(C)CC(=O)NCc1ccc2c(c1)OCO2	0.1	-2.4	-0.7	-12.2	96.0	0.2	0.3	2.5	13.1	-0.2
CC(=O)C(Sc1nnnn1-c1ccc(O)cc1)c1ccccc1 (stereo unspecified)	-4.4	-2.4	-0.5	0.4	98.0	-0.2	-1.6	1.5	18.0	-0.7
Cc1ccc(C(=O)NC(=O)CSc2nncn2C)cc1	-4.4	-0.1	0.5	-6.8	94.0	-0.1	-1.3	1.9	15.8	0.6
C=C(C)COC(=O)C1CC2OC2CC1C(=O)OCC(=C)C (stereo unspecified)	0.8	-0.5	-1.9	1.3	103.0	0.0	-0.2	-1.7	-5.7	3.1
CNC(=O)Nc1ccc(C2SCCS2)cc1	-0.6	-3.2	-0.2	-4.2	100.0	-0.2	-2.7	3.4	11.6	3.8
Cc1ccc(Cn2c(SC(C)C(N)=O)nc3ccccc3c2=O)cc1 (stereo unspecified)	-0.1	-5.7	-0.4	3.6	97.0	0.5	-3.1	-1.0	9.0	-3.4
O=C(CSc1ccccn1)N/N=C/c1cc([N+](=O)[O-])ccc1O	3.2	42.5	-0.1	-0.6	101.0	0.1	-0.3	-20.5	19.2	4.7

# Screening data from PubChem.
